Bioassay records: PubChem BioAssay, The Scripps Research Institute Molecular Screening Center
V1aR counter: agonists of human V1a receptor, primary screen, counter-screen for OXTR agonist project, fluorescence, CHO-V1R cells. Vasopressin V1a receptor (Homo sapiens), P37288. Fluo-8 calcium fluorescence, agonist mode; 0% DMSO, 100% 3 nM vasopressin. activation, % at 3 µM. 320,000 compounds, 0.25% hits. AID 2797, 2010;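 active = activation above the mean activation of all tested compounds plus 3 SD, per screening run, cut at about 20% in these data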;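 also: signal is peak over basal fluorescence ratio across a 100 second FLIPR read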
M1 PAM: human M1 muscarinic receptor positive allosteric modulators, primary screen, CHO-K1 cells, Fluo-8 calcium fluorescence, 1536-well; CHO-K1 hM1, ACh EC20; 0% = ACh EC20, 100% = maximal ACh; 360,000 compounds, 0.088% hits; activation, % at 3 µM; in the data active = activation above about 19%, passing the limit was not always enough
Target sequence (P11229 whole entry, looked up): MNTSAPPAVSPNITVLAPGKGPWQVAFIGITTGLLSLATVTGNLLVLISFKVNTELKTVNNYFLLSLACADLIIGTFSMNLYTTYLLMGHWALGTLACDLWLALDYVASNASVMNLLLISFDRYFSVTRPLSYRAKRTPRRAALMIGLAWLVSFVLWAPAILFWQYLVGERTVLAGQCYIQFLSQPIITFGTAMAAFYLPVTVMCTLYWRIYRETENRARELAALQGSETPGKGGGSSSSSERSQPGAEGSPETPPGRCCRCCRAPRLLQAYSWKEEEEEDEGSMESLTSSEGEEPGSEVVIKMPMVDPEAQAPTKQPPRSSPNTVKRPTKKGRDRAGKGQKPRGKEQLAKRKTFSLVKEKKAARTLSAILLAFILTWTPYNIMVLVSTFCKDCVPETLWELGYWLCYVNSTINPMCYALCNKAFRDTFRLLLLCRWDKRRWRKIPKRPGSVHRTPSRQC
TAAR1 antag: human TAAR1 antagonists, primary screen, Fluo-8 calcium fluorescence, CHO RD-HGA16 cells; Trace amine-associated receptor 1 (Homo sapiens), Q96RJ0; antagonist; inhibition, % at 3 µM; 360,000 compounds, 1.5% hits;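 active = inhibition above a per-plate cutoff, the mean inhibition of test compounds on that plate plus 3 SD, cut at about 49% in these data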;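 also: 0% = DMSO plus EC80 beta-PEA response and 100% = DMSO alone without agonist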
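test system = CHO RD-HGA16 cells bearing hTAAR1 | replication = singlicate | controls = DMSO-only wells and EC80 β-PEA-stimulated wells | reagent = EC80 β-phenethylamine stimulus | read-out basis = percent inhibition of PEA-evoked calcium signal, max/basal emission ratio | schedule = seeding 17-24 h prior, 75-min 37 °C, 30-min RT dye loading | signal = kinetic Fluo-8 calcium fluorescence measurement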
CHRM1 agonist: human M1 muscarinic receptor agonists, primary screen, Fluo-8 calcium fluorescence, CHO-K1 cells, HTS; CHO-K1 hM1, agonist mode; 0% DMSO, 100% acetylcholine EC100; activation, % at 3 µM; Muscarinic acetylcholine receptor M1 (Homo sapiens), P11229; 360,000 compounds, 0.33% hits;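 active = activation above the run's mean compound activation plus 3 SD, cut at about 16% in these data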;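 also: peak over basal fluorescence ratio within a 140 s kinetic read after compound addition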
OXTR ag: human OXTR agonists, primary screen, fluorescence, CHO-OTR cells, Fluo-8 calcium; Oxytocin receptor (Homo sapiens), P30559; Fluo-8 calcium fluorescence; normalized: DMSO 0%, oxytocin 100%; activation, % at 3 µM; 320,000 compounds, 0.32% hits;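 active = activation above the mean of all tested compounds plus 3 SD, cutoff set per screening run, cut at about 20% in these data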;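 also: peak over basal fluorescence ratio from a 100 s FLIPR kinetic read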
Target sequence (P30559 whole entry, looked up): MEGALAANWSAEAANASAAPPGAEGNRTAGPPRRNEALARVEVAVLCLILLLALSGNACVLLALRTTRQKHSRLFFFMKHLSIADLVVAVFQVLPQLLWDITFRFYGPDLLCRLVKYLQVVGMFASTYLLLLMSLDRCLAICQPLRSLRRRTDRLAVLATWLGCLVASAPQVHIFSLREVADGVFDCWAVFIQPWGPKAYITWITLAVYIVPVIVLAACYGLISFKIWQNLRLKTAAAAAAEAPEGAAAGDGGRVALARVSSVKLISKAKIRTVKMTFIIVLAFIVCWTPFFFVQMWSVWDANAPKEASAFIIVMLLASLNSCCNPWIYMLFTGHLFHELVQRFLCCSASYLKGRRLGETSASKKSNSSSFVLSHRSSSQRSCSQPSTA
CHO parental Ca: ATP-evoked calcium signal inhibitors, parental CHO, primary screen, counter-screen for OX1R antagonist project, cell-based, fluorescence, Fluo-8 calcium dye; parental CHO-K1, ATP-induced calcium, Fluo-8 fluorescence; inhibition, % at 5.6 µM; 330,000 compounds, 0.63% hits;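 active = inhibition above that plate's mean sample inhibition plus 3 SD, cut at about 26% in these data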;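 also: 0% = ATP-challenged DMSO wells and 100% = DMSO wells without ATP; some compounds past the cut are filed as inactive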
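Test system: untransfected parental CHO cell line; also added: ATP stimulus; dosing: 5.6 µM, single dose; signal: calcium-sensitive Fluo-8 fluorescence; measure: percent inhibition of ATP-evoked calcium rise, normalized to controls; benchmarks: low control ATP plus DMSO, high control DMSO only; replication: one well per compound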
TAAR1 ag: human TAAR1 agonists, primary screen, Fluo-8 calcium fluorescence, CHO RD-HGA16 cells; Trace amine-associated receptor 1 (Homo sapiens), Q96RJ0; vehicle wells 0%, saturating PEA agonist 100%; activation, % at 3 µM; 360,000 compounds, 0.99% hits; AID 624467, 2012;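 active = activation above the mean activation of all test compounds in the run plus 3 SD, cut at about 38% in these data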
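test system = CHO RD-HGA16 cells carrying human TAAR1 plus Gα16 | schedule = 17-24 h seeding, 75 min 37 °C dye, 30 min RT | compound dosing = 3 µM single concentration | control set = DMSO and PEA EC100 | replicates = n 1 | signal = Fluo-8 fluorescence, 5 s baseline then 140 s kinetic read | measure = percent activation vs PEA EC100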
OXTR potentiator: human OXTR potentiators, primary screen, fluorescence, CHO-OTR cells, Fluo-8 calcium; Oxytocin receptor (Homo sapiens), P30559; Fluo-8 calcium fluorescence, potentiator mode; 0% = oxytocin EC15, 100% = EC100; activation, % at 3 µM; 320,000 compounds, 0.061% hits;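 active = activation above that plate's cutoff, the mean activation of tested compounds plus 3 SD, cut at about 6.6% in these data, passing the limit was not always enough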;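 also: 100% uses oxytocin at 75 nM as the full agonist control; some results filed as inactive read as strong as hits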
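Dosing: Single dose, 3.0 µM nominal final compound concentration | Material: Human OTR in CHO cells | Technique: Kinetic Fluo-8 calcium fluorescence | Benchmarks: EC15 oxytocin alone as 0%, 75 nM oxytocin as 100% | Probe or stimulus: Oxytocin at about EC15, sub-maximal agonist stimulus | Incubation: Compound 6 min at room temperature before oxytocin, 100 s read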
M1 antag: human M1 muscarinic receptor antagonists, primary screen, CHO-K1 cells, Fluo-8 calcium fluorescence, 1536-well | CHO-K1 hM1, ACh EC80 antagonist | inhibition, % at 3 µM | 360,000 compounds, 1.3% hits;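 active = percent inhibition above its own plate's cutoff, namely the mean of that plate's compound wells plus 3 SD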;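 also: peak over basal fluorescence ratio during 140 s after agonist addition; 0% = ACh EC80 plus DMSO and 100% = DMSO alone without agonist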
Numbers without * were called inactive.

Results for CCCN(Cc1nc2cc(Cl)ccc2c(=O)[nH]1)C(=O)c1ccc(S(=O)(=O)N2CCCC2)cc1 ?
V1aR counter: 0.5; M1 PAM: 5.7; TAAR1 antag: 5.0; CHRM1 agonist: -5.9; OXTR ag: 0.5; CHO parental Ca: -8.2; TAAR1 ag: 10.1; OXTR potentiator: -10.0; M1 antag: -0.3

What do the screens show for `CC(C)(C)c1ccc(-c2noc(CCC(=O)N3CCOCC3)n2)cc1`?
V1aR counter: 3.6; M1 PAM: 6.7; TAAR1 antag: -5.0; CHRM1 agonist: -4.0; OXTR ag: 4.2; CHO parental Ca: -12.7; TAAR1 ag: 3.3; OXTR potentiator: -7.0; M1 antag: 0.5

What do the screens show for `Cc1onc(-c2ccccc2)c1C(=O)OCC(=O)c1ccc[nH]1`?
M1 PAM: -8.9; TAAR1 antag: -10.4; CHRM1 agonist: -4.1; TAAR1 ag: -1.1; M1 antag: 7.2

Results for Cn1c(=O)c2cc(S(=O)(=O)NCCC(=O)NCCC3=CCCCC3)ccc2n(C)c1=O ?
V1aR counter: -0.2; M1 PAM: -1.7; CHRM1 agonist: -8.3; OXTR ag: -1.5; CHO parental Ca: -19.8; OXTR potentiator: 2.0; M1 antag: -4.1

How did COc1cc(C(F)(F)F)nc(-c2ccccn2)n1 do in these assays?
V1aR counter: 0.7; M1 PAM: 9.8; TAAR1 antag: -7.5; CHRM1 agonist: -6.9; OXTR ag: 0.0; CHO parental Ca: -3.2; TAAR1 ag: 19.2; OXTR potentiator: 0.1; M1 antag: -5.2

How did CC1CCN(C(=O)CC(NC(N)=O)c2ccccc2Cl)CC1 (stereo not given) do in these assays?
V1aR counter: -0.5; M1 PAM: 16.7; TAAR1 antag: 4.1; CHRM1 agonist: -0.4; OXTR ag: -1.2; CHO parental Ca: -9.7; TAAR1 ag: -0.5; OXTR potentiator: -6.4; M1 antag: -20.5

How did CC12CCC(C(=O)O)(c3nc(C#N)c(C#N)nc31)C2(C)C (stereo not given) do in these assays?
V1aR counter: 0.2; M1 PAM: 6.0; TAAR1 antag: -10.5; CHRM1 agonist: -2.8; OXTR ag: 2.3; CHO parental Ca: -11.7; TAAR1 ag: 11.0; OXTR potentiator: 2.0; M1 antag: -18.3

Results for CN(C)C(=O)c1sccc1Oc1ccc(F)cc1[N+](=O)[O-] ?
V1aR counter: -0.1; M1 PAM: 8.0; TAAR1 antag: -19.6; CHRM1 agonist: -12.4; OXTR ag: -0.6; CHO parental Ca: -12.0; TAAR1 ag: 2.9; OXTR potentiator: -0.6; M1 antag: -7.2

How did CC(=O)N1CCCC(N2CCN(c3cccc(C(F)(F)F)c3)CC2)C1 (stereo not given) do in these assays?
V1aR counter: 0.1; M1 PAM: 8.4; TAAR1 antag: -6.5; CHRM1 agonist: -6.2; OXTR ag: -1.0; CHO parental Ca: -8.6; TAAR1 ag: -1.0; OXTR potentiator: -10.4; M1 antag: -5.9

What do the screens show for `Cc1ccc(-n2cnc3c(sc4nc(N5CCOCC5)c5c(c43)CCCC5)c2=O)cc1`?
V1aR counter: -0.2; M1 PAM: 11.2; TAAR1 antag: -21.1; CHRM1 agonist: -3.7; OXTR ag: -0.7; CHO parental Ca: -7.0; TAAR1 ag: 1.7; OXTR potentiator: -3.7; M1 antag: -7.7

What do the screens show for `O=C(C1=NNCC1c1ccccc1)C1CO1` (stereo not given)?
M1 PAM: 7.5; TAAR1 antag: -8.3; CHRM1 agonist: -6.1; TAAR1 ag: 1.5; M1 antag: -9.2

Results for COc1ccc(C(=O)O/N=C(\N)c2ccccn2)c(OC)c1 ?
V1aR counter: 4.4; M1 PAM: 1.4; TAAR1 antag: -10.5; CHRM1 agonist: -3.4; OXTR ag: -0.5; CHO parental Ca: -4.2; TAAR1 ag: 6.1; OXTR potentiator: -6.1; M1 antag: -7.4

Overlap with the part before: 2 compounds; new compounds follow.
What do the screens show for `O=C(C1=NNCC1c1ccccc1)C1CO1` (stereo not given)?
M1 PAM: 7.5; TAAR1 antag: -8.3; CHRM1 agonist: -6.1; TAAR1 ag: 1.5; M1 antag: -9.2

Results for COc1ccc(C(=O)O/N=C(\N)c2ccccn2)c(OC)c1 ?
V1aR counter: 4.4; M1 PAM: 1.4; TAAR1 antag: -10.5; CHRM1 agonist: -3.4; OXTR ag: -0.5; CHO parental Ca: -4.2; TAAR1 ag: 6.1; OXTR potentiator: -6.1; M1 antag: -7.4

How did C=CCN1C(=O)c2ccc(C(=O)N(CC(C)C)c3c(N)n(CCCC)c(=O)[nH]c3=O)cc2C1=O do in these assays?
V1aR counter: 0.3; M1 PAM: 2.3; TAAR1 antag: -0.5; CHRM1 agonist: -1.6; OXTR ag: -0.6; CHO parental Ca: -4.9; TAAR1 ag: 0.5; OXTR potentiator: -1.7; M1 antag: 4.9

Results for O=C(Cc1c[nH]c2ccccc12)NNC(=O)c1ccccc1 ?
V1aR counter: -0.2; M1 PAM: 3.6; TAAR1 antag: 6.3; CHRM1 agonist: -6.4; OXTR ag: -0.4; CHO parental Ca: -5.2; TAAR1 ag: 0.0; OXTR potentiator: -3.1; M1 antag: 2.7

How did COc1ccc(-c2c3c(=O)n(C)c(=O)n(C)c3cn2-c2ccccc2)cc1 do in these assays?
V1aR counter: -1.0; M1 PAM: -4.0; TAAR1 antag: 6.7; CHRM1 agonist: -7.3; OXTR ag: -0.5; CHO parental Ca: -12.8; TAAR1 ag: -0.2; OXTR potentiator: -1.9; M1 antag: -29.0

How did CCOC(=O)Cc1csc(NC(=S)NC(=O)c2ccc(F)cc2)n1 do in these assays?
V1aR counter: 2.4; M1 PAM: 1.0; TAAR1 antag: 13.3; CHRM1 agonist: -2.1; OXTR ag: -0.4; CHO parental Ca: -14.4; TAAR1 ag: 26.0; OXTR potentiator: -13.6; M1 antag: -6.9

How did COc1ccc2c(CC(=O)Nc3ccc(OC)nc3)coc2c1 do in these assays?
V1aR counter: 0.8; M1 PAM: 9.1; TAAR1 antag: -17.0; CHRM1 agonist: -2.5; OXTR ag: -0.1; CHO parental Ca: -5.5; TAAR1 ag: 1.4; OXTR potentiator: -10.0; M1 antag: -5.7

Results for Cc1ccc(/C([O-])=C(/C(=S)NCc2ccccc2)[n+]2cccc(CO)c2)cc1[N+](=O)[O-] ?
M1 PAM: -2.0; TAAR1 antag: 2.2; CHRM1 agonist: -15.5; TAAR1 ag: 1.2; M1 antag: 2.4

How did O=C(Nc1cccnc1)c1ccc(-c2cc(Cl)ccc2Cl)o1 do in these assays?
V1aR counter: 0.0; M1 PAM: 10.6; TAAR1 antag: 15.3; CHRM1 agonist: 8.9; OXTR ag: 1.3; CHO parental Ca: -32.3; TAAR1 ag: 72.8*; OXTR potentiator: -3.4; M1 antag: 5.2

How did CC(C)n1c(N2CCN(C(=O)Nc3ccccc3)CC2)nc2ccccc21 do in these assays?
V1aR counter: 0.3; M1 PAM: 1.3; TAAR1 antag: 15.1; CHRM1 agonist: -2.5; OXTR ag: 0.2; CHO parental Ca: 2.4; TAAR1 ag: 4.8; OXTR potentiator: -8.4; M1 antag: -7.2

What do the screens show for `CN(C)C(=O)c1ccc(NC(=O)c2ccccc2SCC(=O)N2CCCC2)cc1`?
V1aR counter: 1.1; M1 PAM: -0.6; TAAR1 antag: -5.6; CHRM1 agonist: -3.6; OXTR ag: 0.7; CHO parental Ca: -3.2; TAAR1 ag: 1.4; OXTR potentiator: -4.2; M1 antag: 6.4

Results for O=C(COC(=O)c1ccc2ccccc2c1O)NCC(F)(F)F ?
V1aR counter: 1.8; M1 PAM: 5.9; TAAR1 antag: 1.3; CHRM1 agonist: 1.7; OXTR ag: 1.2; CHO parental Ca: -6.8; TAAR1 ag: 2.8; OXTR potentiator: -2.9; M1 antag: -39.5

How did CC(=O)Nc1ccc(S(=O)(=O)N(C)CC(=O)Nc2ccccc2N2CCCC2)cc1 do in these assays?
V1aR counter: 1.5; M1 PAM: -2.4; TAAR1 antag: 55.2*; CHRM1 agonist: -1.9; OXTR ag: 0.0; CHO parental Ca: -20.1; TAAR1 ag: 17.0; OXTR potentiator: -10.0; M1 antag: -3.2

Results for O=C(CCSc1nc(-c2ccco2)cc(C(F)(F)F)n1)NCCN1CCOCC1 ?
V1aR counter: -0.5; M1 PAM: 10.1; TAAR1 antag: -7.7; CHRM1 agonist: -4.9; OXTR ag: -0.7; CHO parental Ca: -12.6; TAAR1 ag: 4.8; OXTR potentiator: -8.0; M1 antag: -5.6

What do the screens show for `C=CCn1cc(C(=O)NCCCOC)c(=O)c2cc(S(=O)(=O)N3CCC(C)CC3)ccc21`?
V1aR counter: -0.2; M1 PAM: -9.9; TAAR1 antag: -26.9; CHRM1 agonist: -2.8; OXTR ag: -0.3; CHO parental Ca: -11.9; TAAR1 ag: 0.9; OXTR potentiator: 3.2; M1 antag: 17.5

Results for OCCN1CCN(Cc2cc(Cl)c3cccnc3c2O)CC1 ?
V1aR counter: 1.3; M1 PAM: 4.6; TAAR1 antag: 10.1; CHRM1 agonist: -8.7; OXTR ag: 0.4; CHO parental Ca: 5.0; TAAR1 ag: -0.2; OXTR potentiator: -1.9; M1 antag: -4.9

What do the screens show for `Cc1cc(C)n(CC(O)COc2ccccc2Br)n1` (stereo not given)?
V1aR counter: -0.7; M1 PAM: 6.5; TAAR1 antag: 3.3; CHRM1 agonist: -3.3; OXTR ag: 0.2; CHO parental Ca: 2.5; TAAR1 ag: 1.7; OXTR potentiator: -14.4; M1 antag: -9.5

How did CCOC(=O)C1=CCN(S(=O)(=O)c2ccccc2)C1c1ccc(C)cc1 (stereo not given) do in these assays?
M1 PAM: 5.8; TAAR1 antag: -28.1; CHRM1 agonist: 5.4; TAAR1 ag: 1.6; M1 antag: 10.1
